Screens (PubChem)
proCasp3 act: activators of human procaspase-3; P42574; recombinant procaspase-3 D3A, Ac-DEVD-pNA absorbance 405 nm; activation, % at 8.5 µM; 330,000 tested, 0.11% active;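 active = activation above the mean of all tested compounds plus 3 SD, cut at about 21% in these data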;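 note: 0% = DMSO alone and 100% = DMSO wells spiked with extra 5 µM PC-3 D3A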
Target sequence (P42574 whole entry D9A/D28A/D175A): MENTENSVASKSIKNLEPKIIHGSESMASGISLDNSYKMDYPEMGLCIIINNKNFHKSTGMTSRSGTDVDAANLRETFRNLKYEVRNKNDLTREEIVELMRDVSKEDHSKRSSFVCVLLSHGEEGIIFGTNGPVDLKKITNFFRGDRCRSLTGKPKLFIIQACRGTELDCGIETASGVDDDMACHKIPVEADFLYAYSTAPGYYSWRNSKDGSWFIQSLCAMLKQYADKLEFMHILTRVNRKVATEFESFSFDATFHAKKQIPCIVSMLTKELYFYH
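assay system = Procaspase-3 D3A mutant | signal = absorbance at 405 nm, 0 and 120 min | times = 1 h preincubation plus 2 h reaction at 25 °C | repeats = single replicate | read-out = % activation between DMSO and enzyme-spiked controls | medium = Zinc-free HEPES saline buffer with Triton X-100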
proCasp7 act: counter-screen for procaspase-3 activators: activators of human procaspase-7; P55210; recombinant procaspase-7, Ac-DEVD-pNA absorbance 405 nm; D23A/D198A/D206A triple mutant, cannot self-cleave; scale: DMSO 0, 5 µM enzyme 100; activation, % at 8.5 µM; 330,000 tested, 0.093% active; AID 463210;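 active = percent activation above the screen-wide mean plus 3 SD, cut at about 25% in these data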
Target sequence (P55210 whole entry D23A/D198A/D206A): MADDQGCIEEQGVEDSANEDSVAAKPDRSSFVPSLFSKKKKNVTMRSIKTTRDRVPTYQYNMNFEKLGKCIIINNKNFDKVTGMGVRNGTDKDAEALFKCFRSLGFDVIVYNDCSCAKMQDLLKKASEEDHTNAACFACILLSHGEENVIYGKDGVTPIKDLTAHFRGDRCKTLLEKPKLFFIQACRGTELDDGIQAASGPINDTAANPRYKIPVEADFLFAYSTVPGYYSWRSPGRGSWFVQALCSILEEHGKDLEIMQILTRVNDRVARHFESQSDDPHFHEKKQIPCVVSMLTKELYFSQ
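Replicates: singlicate. Assay system: Procaspase-7 triple mutant (PC-7 D3A). Signal: 405 nm absorbance of p-nitroaniline. Times: 1 h preincubation, 2 h reaction. Buffer or medium: Zinc-free HEPES pH 7.4 with 300 mM NaCl, 0.01% Triton X-100. Also added: DEVD-pNA substrate. Benchmarks: DMSO wells as 0%, DMSO with 5 µM added PC-7 as 100%.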
MEP2 TOR yeast: yeast TOR pathway MEP2-GFP modulation | S. cerevisiae MEP2-GFP strain, flow cytometry GFP, 3 h; 100% = DMSO control level | GFP response vs DMSO, % at 10 µM | 330,000 tested, 0.51% active | AID 2016;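 active = GFP response versus DMSO above a set limit, roughly screen mean plus 3 SD, cut at about 180% in these data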;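 note: median GFP fluorescence of the barcode-gated MEP2-GFP cells per well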
CIT2 TOR yeast: modulators of TOR pathway CIT2-GFP in S. cerevisiae; GFP response vs DMSO, % at 10 µM; 320,000 tested, 0.065% active; AID 2029; S. cerevisiae CIT2-GFP strain, flow cytometry, 3 h; 100 means same as DMSO wells;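 active = GFP response relative to DMSO above a set limit, near the screen mean plus 3 SD, cut at about 150% in these data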;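 note: ratio of well median GFP fluorescence to mean of DMSO wells on the plate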
AGP1 TOR yeast: alters AGP1-GFP fluorescence in TOR pathway yeast screen; S. cerevisiae AGP1-GFP multiplex flow cytometry, 3 h; GFP as percent of DMSO wells; GFP response vs DMSO, % at 10 µM; 320,000 tested, 0.02% active; AID 2066;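 active = GFP response relative to DMSO above a set limit, near screen average plus 3 SD, cut at about 150% in these data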;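 note: median GFP channel fluorescence of the gated AGP1 strain per well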
AHR activator: human AHR activation; P35869; AHR-responsive luciferase reporter cells, luminescence; activation, % at 5 µM; 320,000 tested, 2.5% active; in the data active = activation above about 47%;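 note: 0% = vehicle wells and 100% = reference agonist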
RPL19A TOR yeast: alters RPL19A-GFP fluorescence in TOR pathway yeast screen; S. cerevisiae RPL19A-GFP strain, flow cytometry, 3 h; stronger effect = lower value; percent response vs DMSO, % at 10 µM; 330,000 tested, 0.3% active;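 active = percent response vs DMSO below 50%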;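 note: median channel GFP fluorescence of the barcoded RPL19A-GFP strain; ratio of sample median GFP to plate DMSO average so 100% = DMSO; lower means less RPL19A-GFP as with rapamycin TOR inhibition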
LAP4-GFP MLPCN: yeast TOR pathway LAP4-GFP modulation; S. cerevisiae LAP4-GFP multiplex, flow cytometry GFP, 3 h; median GFP as percent of DMSO wells; GFP response vs DMSO, % at 10 µM; 320,000 tested, 0.34% active;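 active = GFP response vs DMSO above a set limit, about the screen mean plus 3 SD, cut at about 150% in these data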
Starred values were filed as active, the others as inactive; x = not tested or not shown.

SMILES	AHR activator	MEP2 TOR yeast	AGP1 TOR yeast	CIT2 TOR yeast	LAP4-GFP MLPCN	proCasp7 act	proCasp3 act	RPL19A TOR yeast
CCOC(=O)N1CCN(c2nnc(-c3ccc(C)cc3)c3ccccc23)CC1	1.0	101.5	100.1	97.2	107.3	2.4	2.6	95.8
Cc1ccc(S(=O)(=O)N2CCOCC2)cc1C(=O)N1CCCC1	0.0	97.0	86.5	93.2	87.2	7.2	1.6	92.0
Cc1ccc2onc(CC(=O)O)c2c1	5.0	108.3	89.7	97.3	86.0	2.8	-6.8	96.7
COc1ccccc1NC(=O)CC(NC1CCCCC1)C(=O)O (configuration not stated)	-0.3	98.3	103.0	94.4	114.9	0.1	1.6	95.4
C=CCn1c2ccccc2c2nnc(SC(CC)C(=O)Nc3nc(C)c(C(=O)OCC)s3)nc21 (configuration not stated)	1.1	101.4	99.0	106.9	101.0	7.5	-0.7	100.2
CC(C)CCNC(=O)C(c1cccnc1)N(Cc1ccccc1)C(=O)Cn1nnc2ccccc21 (configuration not stated)	-0.6	108.5	102.7	99.9	99.0	4.4	16.9	98.1
Cc1c(-n2c(SCC(=O)N(C)C3CCS(=O)(=O)C3)nc3ccccc3c2=O)c(=O)n(-c2ccccc2)n1C (configuration not stated)	-1.4	94.2	88.8	101.1	91.8	4.2	-4.9	102.9
Cc1cc(C)c(S(=O)(=O)N2CCCC2=O)cc1N(C)S(C)(=O)=O	x	106.3	101.5	107.0	96.2	x	x	103.1
O=C(COc1ccc(F)cc1)NNC(=O)c1cc2ccccc2oc1=O	0.0	106.6	108.5	106.0	97.0	2.8	4.9	105.2
COc1cc(C(=O)NCC(=O)OCc2ccc(F)cc2)cc(OC)c1OC	1.3	101.3	94.9	90.5	92.0	-1.2	7.0	100.9
C/C(=N\OCC(=O)N/N=C/c1ccccc1)c1cccs1	1.2	109.0	102.3	93.2	107.1	-3.4	-0.7	99.6
CCn1cc(CN2CCC(n3nccc3NC(=O)c3cccc(F)c3)CC2)cn1	0.2	103.0	98.6	99.8	102.1	0.0	4.5	100.5
COc1ccc(-n2ncc3c2CC(C)(C)CC3NC(=O)CCn2nc(C)cc2C)cc1 (configuration not stated)	2.2	96.1	102.0	106.7	113.7	-5.3	-4.1	100.2
O=C(NCC1CCCO1)c1cc2cc(F)ccc2[nH]1 (configuration not stated)	30.6	103.4	96.4	89.1	102.6	1.9	-2.9	95.0
Cc1c(C(=O)N2CCCC2)oc2c1-c1[nH]ncc1CC2	12.4	108.3	92.4	86.8	116.0	-0.8	-1.5	101.3
COc1ccccc1-c1noc(-c2ccccc2C(=O)N2CCOCC2)n1	16.1	92.9	97.0	96.7	95.1	9.3	-7.9	93.2
CCCC12CN3CCN(CC(C3)/C1=N\NC(=O)c1ccccc1Cl)C2	2.2	99.7	98.2	90.6	94.4	2.6	1.7	97.4
COc1cccc(CN2CC(C(=O)NCCCc3ccncc3)CCC2=O)c1 (configuration not stated)	x	96.5	87.9	106.1	63.5	x	x	105.0
O=C(O)c1ccccc1NC(=O)c1ccccc1-c1ccccc1C(=O)O	-0.4	103.9	104.7	107.1	86.6	4.0	-7.5	106.0
Cc1cc(C(=O)N/N=C/c2cc(Cl)cc([N+](=O)[O-])c2O)n[nH]1	6.5	99.4	93.3	118.9	123.3	-7.7	-7.1	100.1
CC(C)(C)NC(=O)CN(C(=O)C(=O)Nc1ccc2c(c1)OCCO2)C(C)(C)C	1.4	99.5	103.1	98.7	95.8	3.0	7.3	100.6
COc1ccc(/C=C/C(=O)OCC(=O)Nc2ccc(C)cc2)cc1S(=O)(=O)N1CCOCC1	1.7	94.1	83.6	84.4	75.6	6.5	9.6	101.1
CN(c1ccc(C(=O)NCC2CCCO2)cc1)S(=O)(=O)c1ccccc1 (configuration not stated)	0.6	92.2	93.7	98.6	92.4	5.4	6.1	94.3
Cc1ccc(NC(=O)c2nsc(Cl)c2Cl)cc1	69.0*	101.2	86.4	89.4	101.3	-12.8	-8.6	103.0
O=C(NC(Cc1ccccc1)C(=O)N1CCc2ccccc2C1)c1ccccc1 (configuration not stated)	4.2	98.6	101.0	91.8	108.5	11.6	4.3	101.6
Oc1ccccc1/C=N/NC(=S)NCCc1ccccc1	x	102.3	96.5	94.2	98.0	x	x	104.0
CC(Sc1nncs1)C(=O)Nc1ccc2c(c1)OCCO2 (configuration not stated)	1.8	96.0	100.7	98.4	97.6	3.2	22.0*	94.2
COC(=O)c1c(C)nn(-c2ccc(F)c(Cl)c2)c1-c1cc(C)on1	-0.8	85.6	105.8	107.1	91.3	0.2	-12.1	91.7
CCc1c(C)nc(N2CCN(c3ccc(F)cc3)CC2)[nH]c1=O	x	105.3	100.8	100.7	93.5	x	x	105.5
Cn1nnc2cc(C(=O)N3CCSCC3)ccc21	1.1	97.5	103.8	98.0	108.2	-2.6	2.0	97.8

Two of the compounds above, with values under each structure.
Results follow in this order: AHR activator, MEP2 TOR yeast, AGP1 TOR yeast, CIT2 TOR yeast, LAP4-GFP MLPCN, proCasp7 act, proCasp3 act, RPL19A TOR yeast
Cc1ccc2onc(CC(=O)O)c2c1
→ 5.0, 108.3, 89.7, 97.3, 86.0, 2.8, -6.8, 96.7
COc1ccccc1NC(=O)CC(NC1CCCCC1)C(=O)O (configuration not stated)
→ -0.3, 98.3, 103.0, 94.4, 114.9, 0.1, 1.6, 95.4

The list continues:
SMILES	AHR activator	MEP2 TOR yeast	AGP1 TOR yeast	CIT2 TOR yeast	LAP4-GFP MLPCN	proCasp7 act	proCasp3 act	RPL19A TOR yeast
CCCCCn1c(=O)[nH]c2cc(C(=O)NCCN3C(C)CCCC3C)ccc2c1=O (configuration not stated)	1.4	111.8	103.0	130.3	103.1	4.3	-6.8	111.9
CCC(C)NC(=O)Nc1ccc(C)cc1C (configuration not stated)	27.9	102.3	99.6	95.5	104.7	19.4	-1.1	99.0
Cc1ccc(/C=N/NC(=O)CSc2nnc(-c3ccc(Cl)cc3)n2-c2ccccc2)o1	6.7	101.5	91.7	91.1	93.3	-4.6	1.1	94.4
O=C1CCCc2c1nc(-c1ccc([N+](=O)[O-])cc1)n2O	-1.5	96.6	100.5	98.0	104.2	0.4	-5.9	91.5
COc1ccc(CC(=O)n2[nH]c(=O)c3ccccc3c2=O)cc1OC	0.8	99.8	103.7	101.0	102.4	11.0	3.7	100.1
O=C(/C=C/NCc1cccnc1)c1ccc(Br)cc1	5.9	97.3	96.0	103.8	122.6	14.7	-2.8	104.7
O=C(NCCC1CCCCN1S(=O)(=O)c1ccccc1)C(=O)NCc1ccco1 (configuration not stated)	-0.8	101.5	111.3	105.2	105.8	8.4	2.0	105.1
Cc1[nH]c2ccccc2c1CCNC(=O)c1ccc2nccnc2c1	34.9	107.7	102.8	103.2	101.1	-17.9	-3.4	103.0
CC(=O)NC(CCS(C)(=O)=O)C(=O)Nc1cc(C)on1 (configuration not stated)	2.0	96.8	94.3	97.4	98.2	0.6	2.1	95.4
Cc1cc(C(=O)C(=O)N(C)C)c(C)n1-c1ccc(Cl)c(Cl)c1	-4.2	96.3	96.6	97.9	92.0	3.7	0.7	100.7
CCSc1ncc(/C=N/Nc2ccc(F)cc2)n1C	77.2*	125.4	95.2	99.9	99.1	3.3	1.7	96.2
CCOC(=O)Cc1cc(=O)n2[nH]c(C)c(C#N)c2n1	-4.5	96.9	89.4	89.6	91.5	0.8	5.0	90.1
COCCn1c(-c2cccs2)csc1=Nc1cccnc1	24.5	104.1	97.1	103.4	100.8	-0.4	1.6	97.4
COc1ccc(N(CC(=O)NCc2cccc(OC)c2)S(=O)(=O)c2c(C)noc2C)cc1	1.2	119.0	89.0	93.0	104.7	4.2	2.2	91.9
CCC(=O)N1c2ccc(C)cc2C2=NNC(=S)NC21O (configuration not stated)	61.8*	101.8	94.5	91.5	94.6	-8.1	-1.2	96.4
COc1ccc(C)cc1NC(=O)C(Sc1nnc2ccccn12)c1ccccc1 (configuration not stated)	11.4	104.7	106.5	106.2	99.1	-6.4	-4.1	104.9
Cc1ccc(NC(=O)c2ocnc2C)cc1Cl	11.8	101.8	95.5	112.3	104.9	-8.8	3.5	105.2
COC(=O)CC1C(=O)NCCN1C(=S)Nc1cc(C)cc(C)c1 (configuration not stated)	-0.8	107.5	95.3	105.1	97.4	-2.2	1.5	97.6
CN(C)c1nc(SCC(=O)Nc2ccccc2)nc(N2CCOCC2)n1	2.2	109.8	110.4	108.5	108.0	-4.7	5.2	102.8
CCOC(=O)c1ccc(NC(=O)CSc2nnc(C3CC3)n2C)cc1	5.9	99.0	98.8	80.2	92.5	-7.9	-4.0	99.2
c1coc(C2Nc3ccccc3-c3nc4ccccc4n32)c1 (configuration not stated)	129.3*	99.8	94.2	102.2	102.2	-0.1	4.1	97.0
CCOC(=O)c1ccc(NCc2ccc(N(C)C)cc2)cc1	1.1	92.5	94.3	93.2	86.4	-0.4	-0.4	94.8
Cc1c[n+](CC(=O)c2ccccc2)c(C)cn1	0.8	103.8	94.6	94.5	93.7	0.9	7.9	100.8
Cc1noc(C)c1NC(=O)N(C)C[C@H]1Oc2c(NC(=O)c3ccncc3)cccc2C(=O)N([C@H](C)CO)C[C@@H]1C	0.7	95.9	97.0	95.8	100.5	-6.8	-1.2	97.7
CCOc1ccc(S(=O)(=O)NCc2cccs2)cc1	-1.3	100.8	101.7	109.1	101.6	-3.9	-0.7	x
Cc1c(OCC(=O)NCC(O)c2ccccc2)ccc2c(-c3ccccc3)cc(=O)oc12 (configuration not stated)	-0.5	103.8	100.8	96.9	109.4	-2.4	8.1	101.6
CC(=O)Oc1ccc(OC(C)=O)c2c1CC(C)=C(C)C2	10.1	103.2	105.0	101.3	97.4	7.5	8.7	104.2
COc1ccc(OC)c(Nc2nc3nonc3nc2N2CCCC(C)C2)c1 (configuration not stated)	1.1	101.2	94.4	101.7	89.5	-2.6	6.2	102.8
CCc1nc2ccc(C(=O)N3CCN(c4ccc(Cl)cc4)CC3)cc2nc1CC	4.4	99.6	96.3	91.8	93.3	8.5	-7.3	102.5
CC(O)CSc1nc2c(c(=O)[nH]c(=O)n2C)n1Cc1ccccc1Cl (configuration not stated)	x	104.0	90.3	108.1	99.9	x	x	102.9

Just AGP1 TOR yeast and proCasp7 act (5 entries from above):
molecule,AGP1 TOR yeast,proCasp7 act
CC(=O)NC(CCS(C)(=O)=O)C(=O)Nc1cc(C)on1 (configuration not stated),94.3,0.6
Cc1cc(C(=O)C(=O)N(C)C)c(C)n1-c1ccc(Cl)c(Cl)c1,96.6,3.7
CCSc1ncc(/C=N/Nc2ccc(F)cc2)n1C,95.2,3.3
CCOC(=O)Cc1cc(=O)n2[nH]c(C)c(C#N)c2n1,89.4,0.8
COCCn1c(-c2cccs2)csc1=Nc1cccnc1,97.1,-0.4
